Screens from PubChem BioAssay.
Pf apPOL block: Pf-apPOL DNA polymerase inhibition. Recombinant Pf-apPOL, molecular beacon fluorescence, 1.5 h. inhibition, % at 10 µM. 210,000 tested, 0.25% active. AID 1794808
mHTT-CaM PPI inh: inhibitors of human mutant huntingtin-calmodulin interaction; P42858; AlphaScreen His-mHTT/GST-CaM binding, luminescence; inhibition, % at 15 µM; 190,000 tested, 3.6% active; AID 1671202;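 note: 0% = both proteins with DMSO and 100% = one protein alone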
The depositor's hits bear a star; nt = not tested or not shown; & = joins results of further samples. Cut-off read from the data, not from the text of the source: active = inhibition above about 50%; inactive = the rest. Some of the compounds tested; count on the stated rates, not on these rows.

SMILES	Pf apPOL block	mHTT-CaM PPI inh
CCOc1ccc(-c2cn3ccn(-c4cc(C)c(Cl)cc4OC)c(=O)c3n2)cc1	-2	-5
O=C(c1c[nH]c2ccccc12)N1CCc2c(nc3cc[nH]n3c2=O)C1	6	-2
COc1ccc(-c2c(O)c3ccc(O)cc3oc2=O)cc1	1	0
O=C(COc1ccccc1Cl)Nc1cccc(C(=O)Nc2nccs2)c1	15	-2
NC1CSCC1O (stereo not given)	0	3
O=C(NCc1cccc(F)c1)c1ccnc(N2CCNC(c3ccccc3)C2)c1 (stereo not given)	1	5
Cc1csc(NC(=O)CN2CCC(c3nnc(-c4ccco4)s3)CC2)n1	-7	0
COCC(=O)N1CCN(c2nc(CN3CCC(C)CC3)cs2)CC1	-1	4
CCCn1cc2c3c(cccc31)CN(C(=O)c1ccccc1)CC2	-3	70*
O=C(Nc1ccccc1)O[C@H]1CCC12CCCCC2	-6	-85
C=CCc1ccc(OCC(=O)NCCC2=CCCCC2)c(OC)c1	0	-16
COc1ccc(-c2ccccc2)cc1NCc1ccc(OC)c(OC)c1	-6	73*
O=C(COc1ccc(Br)cc1)Nc1ccc(F)cc1	-4	-25
Cc1cc(C)cc(CC(CC(=O)O)C(=O)Nc2cccc(C(F)(F)F)c2)c1 (stereo not given)	-10	11
CCN(C1CCCCC1)S(=O)(=O)c1cc(OC)ccc1OC	4	-7
COc1nccnc1N1CCC(N(C)C(=O)c2ccc(C)s2)C1 (stereo not given)	4	10
CC(C)CSc1nc(N2CCOCC2)c2c(c1C#N)CC(C)(C)OC2	-4	-1
Cc1nn(-c2ccccn2)c2c1C(=O)/C(=C/Nc1ccccc1Cl)CC2	-2	-3
Cc1ccc(C(=O)N2CCCC(COc3ccc(C(=O)NC(C)C)cc3)C2)c(C)c1 (stereo not given)	-5	2
Cc1ccc(C(=O)Oc2ccc3c(c2)OC(=Cc2cccnc2)C3=O)cc1	-12	11
CC(NC(=O)CC(C(=O)N1CCc2ccccc21)n1ccnc1)C12CC3CC(CC(C3)C1)C2 (stereo not given)	-4	59*
COc1cccc(N2C=C(C#N)S(=O)(=O)c3ccc(C)cc32)c1	1	-4
C=CCNC(=O)C1CCC(c2cccc(C(F)(F)F)c2)N(C(=O)C2CC2)C1 (stereo not given)	-2	8
COc1ccc(OC)c(C=C2Oc3c(ccc(O)c3CN3CCN(C)CC3)C2=O)c1	-3	1
CCOC(=O)C(NC(=O)c1ccccc1)(Nc1ccc(C)cc1)C(F)(F)F (stereo not given)	5	nt
Cc1cc(C)n2c(Br)c(CSc3nc4ccc([N+](=O)[O-])cc4[nH]3)nc2n1	5	0
Cc1noc(C)c1CC(=O)N1CCCn2cc(-c3ccccc3F)nc21	0	4
COc1ccc(C(C)NC(=O)c2cc3c(n2C)CCN(Cc2ccccc2)C3)cc1OC (stereo not given)	-5	30
CC(=O)O[C@H]1CC2(C)[C@@H](C[C@@H](O)[C@H]3[C@@]4(C)CC[C@@H](O)[C@@H](C)[C@@H]4CC[C@@]32C)C1=C(CCC=C(C)C)C(=O)O (stereo not given in full)	-4	nt
COc1ccccc1/C=C1/C(=O)N(c2cccc(Cl)c2)N=C1C	2	22
O=C(Cn1c2ccccc2c(=O)c2ccccc21)Nc1ccc(F)cc1F	4	5
CN1C(=O)C2CCCN2C(=O)c2ccccc21 (stereo not given)	-6	-2
COc1cc(-c2cc(C#N)on2)cc(OC)c1OC	-10	-3
CN(C)c1ccc(CNC(=O)CC2CCN(C(=O)c3ccccc3)CC2)cc1	-2	10
Oc1ccccc1/C=C/c1nc(-c2ccccc2O)n(-c2ccccc2)n1	11	18
CCCCCCc1cc2c(-c3ccccc3)cc(=O)oc2cc1OCc1ccc(Br)cc1	-1	2
Cc1ccsc1C(O)CNS(=O)(=O)Cc1ccccc1Cl (stereo not given)	-3	-8
Cc1c(C(=O)NC2CCCCC2)oc2ccc(S(=O)(=O)N3CCCCCC3)cc12	-1	16
CCC1CN(C(=O)NCc2cccc(OC)c2)c2ccccc2O1 (stereo not given)	-2	-7
CCOC(=O)c1cccc(NC(=O)c2cnn3c4c(cnc23)CCCCCC4)c1	0	8
Cc1ccc(-n2c(=O)n(CC(C)C)c(=O)c3c2ncn3CC(C)C)c(C)c1	-3	10
O=C(Nc1cc(-c2cccs2)nn1CCO)C1c2ccccc2Oc2ccccc21	-4	58*
N=C1NC(=O)/C(=C\c2ccc(-c3cccc(C(F)(F)F)c3)o2)S1	-1	43
CCc1nc(C)cc([N+](=O)[O-])c1O	11	-6
CCc1cc(C2CCCN2C(=O)c2cc(C(F)(F)F)n(C)n2)on1 (stereo not given)	1	-5
CCOc1ccc(NC(=O)CSc2nnnn2-c2ccc(C(N)=O)cc2)cc1	-18	2
Cc1cc(Br)c(O)c(C=Nc2c(C)cccc2O)c1	0	21
N#CC(=Cc1ccccc1Cl)C(=O)c1ccc(OC(F)(F)F)cc1	-2	nt
C=CCNCCOc1cccc(Br)c1	-7	6
CCOC(=O)N1CCN(C(=O)CSc2nnc(-c3cccnc3)o2)CC1	-9	-6

Later entries:
SMILES	Pf apPOL block	mHTT-CaM PPI inh
COc1cccc(NC(=O)N2CCCC2c2ccccc2C)c1 (stereo not given)	2	-8
Cc1ccc2nc(NC(=O)c3ccco3)sc2c1	1	-7
Cc1ccnc(NC(=O)Cc2cn(C)c3ccccc23)c1	-9	17
CC(C)CCN(Cc1ccco1)C(=O)c1noc2c1CC(C)CC2 (stereo not given)	-3	-34
Cc1cc(C2CCCN2C(=O)c2ccccc2F)on1 (stereo not given)	-2	-7
CC(C)NC(=O)c1csc(-c2ccncc2)n1	-3	-8
Cc1ccc(C(=O)Nc2ccc(N3CCCC3)cc2)cc1Cl	-3	100*
Cc1ccc(NC(=O)c2ccsc2)cc1NS(C)(=O)=O	-4	nt
CC1CCCN(Cc2ccccc2[N+](=O)[O-])C1 (stereo not given)	-3	-1
Cc1ncc(CO)c2cc(C(N)=O)c(=Nc3ccc(C#N)cc3)oc12	1	9
Cc1cc2cc(CNC(=O)c3c(F)cccc3Cl)ccc2n1C	-23	4
CSc1nc(O)cc(=O)n1-c1ccccc1	0	-6
COc1cc2c(cc1OC)CN(c1c([N+](=O)[O-])cc(C(F)(F)F)cc1[N+](=O)[O-])CC2	0	nt
Cc1ccc(NC(=O)CSc2nc3ccccc3c(=O)n2Cc2ccc3c(c2)OCO3)cc1	-6	-6
CCOc1ccc2nc(SC3CC(=O)N(c4ccc(OC)cc4OC)C3=O)sc2c1 (stereo not given)	8	10
COc1cc(NC(=O)N2CCCC2c2cccc(F)c2)cc(OC)c1 (stereo not given)	-2	-2
CCC(=O)Nc1cccc(-c2noc(C3CCCN(C(=O)c4ccc(OC)cc4C)C3)n2)c1 (stereo not given)	-3	0
O=C(Nc1ccc(Cl)cc1C(F)(F)F)c1cnc2n(c1=O)CCS2	3&-2	-6&0
O=C(c1ccccc1F)N(CCc1cccs1)Cc1ccco1	-8	-20
COc1ccc(OC)c(CNC(=O)C2CCc3sc(C(=O)N4CCOCC4)cc3C2)c1 (stereo not given)	-1	4
N#Cc1c(N)c(C(=O)c2ccccc2)n2c1CCC2	-3&-10	1&-6
COc1ccc(OC)c(CNc2cc([N+](=O)[O-])ccc2OC)c1	22	-3
CCN1CCCn2nc(C3CCN(C(=O)NCc4ccc(F)cc4)CC3)cc2C1=O	-6	16
Cn1c2c(c(=O)n(C)c1=O)C(c1ccccc1Cl)C1C(=O)c3ccccc3C1=N2 (stereo not given)	-4	13
COc1cccc(NC(=O)N2CCC(N3CCN(Cc4cccc(C)c4)C3=O)CC2)c1	-1	14
Cc1nc2ccccc2n1CC1CCN(C(=O)c2c(F)cccc2F)CC1	-3	-2
Cc1ccc(S(=O)(=O)N2CCC(c3noc(-c4ccc(F)cc4)n3)CC2)cc1Cl	-5	-8
Nc1ncnc(NC2CCCCCCCCCCC2)c1[N+](=O)[O-]	-3&-3	-2&-3
O=S(=O)(NCC1CCN(Cc2ccco2)CC1)c1ccc(F)c(Cl)c1	-4	-10
COc1ccc(C(=O)N2CCC3(C2)C(=O)Nc2ccccc23)cc1 (stereo not given)	-2	-2
O=C(NCc1ccco1)C1CCN(c2nc3ccc(-c4ccncc4)nc3s2)CC1	5	10
O=C(CN1CCCCC1c1nc(-c2cccc(F)c2)no1)NCc1ccc(F)cc1 (stereo not given)	6	-3
O=C(CN1CCN(c2ccc([N+](=O)[O-])c(N3CCCC3)c2)CC1)N1CCOCC1	-4	18
COc1ccc(NC(=O)c2cccc(F)c2)c(OC)c1	1	-2
CCC(=O)N(C)CC(=O)N1N=C(c2cccs2)CC1c1ccccc1Cl (stereo not given)	-4	9
O=C(NC(N1CCCC1=O)(C(F)(F)F)C(F)(F)F)c1cccnc1	2	nt
CC(C)c1c(C(=O)NCc2ccccn2)cnn1-c1cccc(Cl)c1	-6	23
CSc1ccc(/C=c2\sc3nc(-c4ccccc4C)nn3c2=O)cc1	1	3
O=S(=O)(c1cccs1)N1CCC(c2cnn(-c3ccccc3)c2)CC1	-4	-8
CCn1c(SCC(=O)Nc2ccc(C)cc2)nnc1-c1ccc(Cl)c(Cl)c1	-2	-3
Clc1ccc(-c2nc(-c3ccncc3)no2)cc1Cl	34	-5
COc1ccc(C)cc1NC(=O)N1CCC2(CC1)NC(=O)c1ccccc1N2C	0	-5
O=C(Nc1ccc(S(=O)(=O)Nc2nccs2)cc1)c1ccco1	-6	-20
Cc1cc(NC(=O)c2ccc(Cl)cc2)n(-c2ccccc2)n1	7	nt
Cc1ccc(-c2csc3c(=O)n(CC(=O)N4CCCCC4)cnc23)cc1	-8	-16
Cc1ccc(C)c(CN2CCCN(C)CC2)c1	-12	-9
COC(=O)[C@H](CC(C)C)N(Cc1cn(Cc2ccc(C)cc2)nn1)S(=O)(=O)c1ccccc1Br	-8	27
CC(=O)Nc1ccc(-c2ccnc(-c3ccc(NC(C)=O)cc3)n2)cc1	1	2
Cc1ccccc1-n1c(N)cc(=O)[nH]c1=O	0	nt
Cc1c(C(=O)Nc2ccc(F)cc2F)sc2nc(-c3ccccc3)cn12	-3	-7

Later entries.
SMILES	Pf apPOL block	mHTT-CaM PPI inh
O=C(CCS(=O)(=O)c1cc(Br)cc2c1N(C(=O)C1CC1)CC2)N1CCCCC1	3	-2
O=C(Nc1nncs1)c1cc(-c2ccc(Cl)s2)nc2ccccc12	-1	3
CCOC(=O)C(=O)N1CCN(C(=O)C2CC2c2ccccc2)CC1 (stereo not given)	-5	-6
CCOC(=O)CSc1nc2cc(C(F)(F)F)cnc2n1C	-46	nt
Nc1nonc1C(=O)NCCNc1ccc([N+](=O)[O-])cc1Cl	-4	0
COc1cc(C(=O)NCCOc2ccccc2)c(Br)c(OC)c1OC	-3	-1
CCn1ncc(CN2CCCC2c2nc(-c3ccccc3)n[nH]2)c1C (stereo not given)	1	1
NS(=O)(=O)c1ccc(CCNC(=O)c2ccccc2Cl)cc1	-4	-2
Cc1ccc(S(=O)(=O)n2nc(C)c(Sc3ccccc3)c2C)cc1	0	-6
Cc1cc(C2CCCN2C(=O)Cc2ccccc2Cl)no1 (stereo not given)	0	-5
COc1ccc2c(c1)CN(c1ccc(Br)cc1)CO2	-4	46
CS(=O)(=O)N(Cc1ccc(Cl)cc1)c1ccc(C(=O)Nc2ccc3c(c2)OCO3)cc1	89*	8
CCOc1ccccc1OCCCNCc1ccco1	2	3
COc1ccc(S(=O)(=O)N(C)Cc2ccccc2)c2cccnc12	-7	6
O=C1C(c2ccc(F)cc2)N(C2CCCCCCC2)C(=O)CN1C1CCCC1 (stereo not given)	-4	7
